High-throughput results from PubChem BioAssay.
AID2073: disruptors of CaV2.2 binding to Mint1 – biochemical, HTRF (AID 2073). 0.19% of 290,000 active. HTRF protein-protein interaction, Mint1-CaV2.2; higher % means a stronger effect. inhibition, % at 20 µM, or IC50 in µM where a hit was titrated; in the data active means inhibition mostly above about 51%, no sharp cut-off; inconclusive means no clear call, values can overlap the other calls; inactive means mostly below about 53%; further: some results filed as inactive read as strong as hits
UTI89 phage lysis: inhibition of K1F phage lysis, E. coli UTI89, bacterial capsule biogenesis inhibitors, alamar blue (AID 488966) | one-dose inhibition, % at 100 µM; IC50 in µM for titrated hits | E. coli UTI89 K1F phage lysis, alamar blue, 2 h; higher % means a stronger effect | 0.02% of 340,000 active;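 active means phage lysis inhibition, versus mean bacterial control, above a set limit; inconclusive means no clear call, values can overlap the other calls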;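 further: capsule biogenesis inhibitors block K1F phage lysis so surviving cells raise fluorescence; higher fluorescence means more inhibition of phage lysis; actives were called in the ten point dose series up to 300 µM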
NS5 inhibitors: flavivirus cap methylation enzyme inhibition – biochemical, confirmation dose response, primary screen (AID 588689). 0.3% of 340,000 active. Dengue-2 NS5 methyltransferase capping enzyme assay, biochemical; higher % means a stronger effect. one-dose inhibition, % at 25 µM; IC50 in µM for titrated hits; in the data active means a potency from the dose series; inconclusive means inhibition above about 29% without an active follow-up result
Rac1 GTP hydrolysis: MgcRacGAP GTPase-activating activity inhibitors, confirmation, biochemical, ADP Hunter fluorescence | MgcRacGAP-stimulated Rac1 GTP hydrolysis, ADP Hunter fluorescence; higher % means a stronger effect; GST-tagged Rac1 F28L mutant substrate | one-dose inhibition, % at 30 µM; IC50 in µM for titrated hits | AID 624330 | 0.6% of 340,000 active;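 active means first-screen hits whose inhibition reached a set limit at any dose in the follow-up dose series; inconclusive means inhibition above the set first-screen limit but never retested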;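 further: fluorescence reports GDP produced by GAP-driven GTP hydrolysis; strong numbers were not always called active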
RSV CPE inhibition: inhibition of RSV-induced cytopathic effect – HEp-2 cells, primary 10 µM value included (AID 2391); HEp-2 cells, RSV-induced CPE inhibition; higher % means a stronger effect; one-dose CPE inhibition, % at 10 µM; IC50 in µM for titrated hits; 0.13% of 310,000 active; in the data active means a potency from the dose series; inconclusive means CPE inhibition mostly from about 23% at the one dose, without a potency; inactive means the rest, 99 in 100 with CPE inhibition below about 21%; further: strong numbers were not always called active
NTR1 agonist: agonists of NTR1, primary screen, imaging, U2OS cells, beta-arrestin-GFP, high content (AID 493036); NTR1-U2OS beta-arrestin-GFP spot imaging, agonist mode; activation, % at 20 µM; 0.17% of 330,000 active;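 active means activation at or above 40% of the spot to cytoplasm intensity ratio, with at least 20 cells analyzed; inconclusive means wells under 20 cells, flagged as cytotoxic or low count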;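 further: 0% = DMSO without peptide and 100% = 100 nM NTR1 peptide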
Target sequence (P30989 whole entry, looked up): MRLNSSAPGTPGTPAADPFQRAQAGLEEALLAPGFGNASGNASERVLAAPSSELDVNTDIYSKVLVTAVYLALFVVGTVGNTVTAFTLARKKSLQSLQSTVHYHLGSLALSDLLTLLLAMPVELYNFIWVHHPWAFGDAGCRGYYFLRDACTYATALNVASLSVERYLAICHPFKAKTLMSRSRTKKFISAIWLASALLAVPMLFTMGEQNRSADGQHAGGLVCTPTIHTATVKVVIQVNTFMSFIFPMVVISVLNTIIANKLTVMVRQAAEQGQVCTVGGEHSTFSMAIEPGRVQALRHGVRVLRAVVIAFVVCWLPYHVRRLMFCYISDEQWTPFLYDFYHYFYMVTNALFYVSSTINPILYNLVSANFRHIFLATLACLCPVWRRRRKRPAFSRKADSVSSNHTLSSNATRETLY
West Nile virus CPE: inhibition of WNV-induced cytopathic effect – cell-based, CPE readout (AID 1621); CPE inhibition, % at 10 µM, or IC50 in µM where a hit was titrated; West Nile virus-infected cells, CPE inhibition; higher % means a stronger effect; 0.02% of 290,000 active; in the data active means a potency from the dose series; inconclusive means CPE inhibition mostly from about 3.7% at the one dose, without a potency; inactive means the rest, 99 in 100 with CPE inhibition below about 2.2%; further: strong numbers were not always called active
SV40 large T antigen: SV40 large T antigen inhibitors, biochemical (AID 1903); 0.39% of 310,000 active; SV40 large T antigen ATPase/helicase inhibition assay; higher % means a stronger effect; inhibition, % at 20 µM; hits with a dose series show IC50 in µM; in the data active means a potency from the dose series; inconclusive means inhibition mostly from about 32% at the one dose, without a potency; inactive means the rest, 99 in 100 with inhibition below about 32%; further: strong numbers were not always called active
SIAH1 antagonists: blockers of Siah-1 interaction with plectin peptide – biochemical, fluorescence polarization, rhodamine-plectin, uHTS, primary screen (AID 1817) | Siah-1 / rhodamine-plectin peptide fluorescence polarization; higher % means a stronger effect | 0.02% of 290,000 active | displacement, % at 20 µM; hits with a dose series show IC50 in µM;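 active means displacement of at least 50% at 20 µM, with a fluorescence ratio check between 0.3 and a set limit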;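 further: plate controls were Siah plus tracer with DMSO for no effect and tracer alone without Siah for full effect; strong numbers were not always called active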
NTR1 agonist cell count 20 µM: second read-out of NTR1 agonist, no call of its own (marks repeat the call); cell count; measured here: cell count, cytotoxicity flag
NS5 inhibitors pilot replicate: second read-out of NS5 inhibitors, no call of its own (marks repeat the call); inhibition, %; measured here: pilot screen replicate inhibition
Starred values were filed as active, the others as inactive; ? = inconclusive; . = no result given; [ ] = remark or other dose.

SMILES | AID2073 | UTI89 phage lysis | NS5 inhibitors | Rac1 GTP hydrolysis | RSV CPE inhibition | NTR1 agonist | NTR1 agonist cell count 20 µM | West Nile virus CPE | SV40 large T antigen | SIAH1 antagonists | others
COCCCNC(=O)C(C#N)c1nc2ccccc2nc1N1CCN(Cc2ccccc2)CC1 (stereo not drawn) | 12% | 0.0% | ? | 11% | . | . | . | 0.0% | 24% | 0%
CCOc1nc(Nc2cc(Cl)ccc2OC)nc(OCC)n1 | 5% | 0.8% | -6% | 8% | 2.6% | 1.0 | 44 | -0.1% | 9% | -5%
Cc1ccc(NC(=O)COc2cccc3c2OC(C)(C)C3)c(O)c1 | . | 0.7%[50 µM] | -7% | -1% | 5.0% | -0.6 | 64 | . | . | .
COc1ccnc(CSC(N)=Nc2ccccc2OC)c1 | 3% | 0.6% | 20% | 20% | 0.6% | 1.1 | 61 | 0.1% | 14% | 2%
CCOC(=O)N1CCN(Cc2nc3c(c(=O)[nH]c(=O)n3C)n2CCCc2ccccc2)CC1 | -1% | -0.2% | -6% | 0% | . | 2.6 | 56 | 0.2% | 14% | -5%
COc1ccc(OC)c(CNC(=O)CCNC(=O)Cn2ccc3ccccc3c2=O)c1 | 1% | 0.7% | -1% | 8% | 2.3% | -2.2 | 89 | -0.3% | -2% | -1%
Cc1cc(O)c(-c2cc(C(=O)Nc3sc4c(c3C(=O)NCc3ccco3)CCC4)[nH]n2)cc1C | 55% | 0.1% | -1% | 2% | 7.8% | 2.6 | 59 | 0.1% | 17% | 8%
COc1cc2c(cc1OC)C(Nc1ccccc1)=NC(C)(C)C2 | 16% | 1.4%[50 µM] | -5% | 6% | 0.1% | 1.3 | 68 | -0.4% | 6% | 0%
COc1ccccc1N(CC(=O)NCCN1CCOCC1)S(=O)(=O)c1ccc(C)cc1 | . | 1.1%[50 µM] | 2% | 6% | -1.1% | 0.4 | 73 | . | 9% | .
Cc1ccc(NC(=O)CCC(=O)NNC(=O)Nc2cccc(Cl)c2)c(C)c1 | -1% | 1.4%[50 µM] | 1% | 10% | 6.4% | -0.1 | 67 | 0.1% | 29% | 4%
O=S(=O)(c1cc(Cl)cc(Cl)c1)N1CCCC1c1nc2ccccc2s1 (stereo not drawn) | 6% | 0.8% | -5% | 6% | -1.5% | 0.6 | 86 | 1.2% | 9% | 1%
COc1cc2c(cc1OC)CN(C(=O)c1ccc(S(=O)(=O)N(C)c3ccccc3)cc1)CC2 | 6% | -1.5% | . | 2% | -0.9% | 1.6 | 48 | -1.2% | 5% | 7%
Cc1cccc(-c2noc(-c3c(C)noc3C)n2)c1 | 13% | . | . | . | 1.4% | -0.6 | 35 | -0.1% | 4% | 13%
CCCCN(CC)Cc1c(O)ccc2c3c(c(=O)oc12)CCC3 | 28% | -0.4% | -6% | 8% | -0.4% | 0.9 | 54 | -0.9% | 16% | 4%
CCN1CCN(Cc2nc(N)nc(Nc3ccc(C)c(C)c3)n2)CC1 | 15% | 0.2% | -3% | 5% | -1.4% | -1.6 | 88 | -0.2% | 0% | -2% | NS5 inhibitors pilot replicate=-0.8
COc1cccc(/C=C2\SC(N3CCC(C)CC3)=NC2=O)c1OC | -8% | -0.4% | -10% | 6% | 7.7% | 1.7 | 91 | -0.4% | 16% | 2%
COc1ccc(C2c3[nH]c4ccccc4c3C[C@H]3C(=O)N(CCCO)CC(=O)N23)cc1OC (stereo partly drawn) | -5% | -0.3% | -1% | -2% | 1.9% | 2.0 | 48 | -0.5% | 17% | -4%
O=C1NC(=S)N/C1=C/c1cccn1-c1ccc([N+](=O)[O-])cc1 | 74% | 9.6% | 0% | 10% | 0.2% | 2.2 | 90 | -0.3% | 5% | 33%
Cc1ccc(S(=O)(=O)N2CCCCC2CCNC(=O)C(=O)NCC2CCCO2)cc1 (stereo not drawn) | . | -1.3% | -4% | 6% | -1.2% | -0.8 | 59 | . | 11% | .
COc1cc(NC(=O)COC(=O)C2CC2)c(C)cc1[N+](=O)[O-] | -2% | 3.7%[50 µM] | -5% | 10% | 0.6% | -1.2 | 84 | -1.0% | 4% | 8%
COc1cccc(CNC(=O)CN2C(=O)c3ccccc3S2(=O)=O)c1 | . | 0.2%[50 µM] | -8% | 8% | 0.0% | 1.3 | 64 | . | 9% | .
CN(C)C(=O)CCc1ccc2c3c([nH]c2c1)[C@]1(C)[C@@H](C(=O)N2CCOCC2)C[C@H](CC(=O)NCc2ccco2)C(=O)N1CC3 | . | -0.2% | -1% | 4% | . | 1.3 | 49 | . | . | . | NS5 inhibitors pilot replicate=2.1
CS(=O)(=O)Nc1cccc(C2=NN(S(C)(=O)=O)C(c3ccc4c(c3)OCO4)C2)c1 (stereo not drawn) | 11% | 1.3% | 0% | 12% | 1.0% | -0.3 | 38 | -0.5% | 12% | -4%
Cc1noc(C)c1Cc1ccc(O)cc1 | 4% | 0.9% | -7% | 13% | 5.3% | -1.5 | 76 | -0.5% | 12% | -8%
CCCC(C)NC(=O)c1c2c(nc3ccccc13)CCC2 (stereo not drawn) | 48% | -0.3% | -2% | 8% | -1.0% | 2.7 | 38 | -0.6% | 1% | 40%

Later entries:
SMILES | AID2073 | UTI89 phage lysis | NS5 inhibitors | Rac1 GTP hydrolysis | RSV CPE inhibition | NTR1 agonist | NTR1 agonist cell count 20 µM | West Nile virus CPE | SV40 large T antigen | SIAH1 antagonists | others
COC(=O)C1CC(O)CN1C(=O)c1ccco1 (stereo not drawn) | 6% | 0.2% | 3% | 0% | -1.0% | 6.1 | 101 | 0.3% | 5% | -2%
O=C(CN1CCN(c2ccccc2)CC1)Nc1ccc2c(c1)OCCO2 | 6% | 0.2% | 1% | 0% | -1.3% | 1.1 | 59 | -0.2% | 0% | 2%
CC(NC(=O)CCNS(=O)(=O)c1cccc2nsnc12)c1ccccc1 (stereo not drawn) | -2% | 0.0% | -10% | 5% | 1.5% | -1.8 | 58 | -0.2% | 9% | 1%
CN(c1ccccc1)S(=O)(=O)c1ccc(Cl)c(C(=O)OCC(=O)N2CCOCC2)c1 | 4% | 3.7% | -7% | 6% | 0.5% | 1.6 | 63 | 0.4% | 9% | 0%
Cc1cc(-c2ccc(S(=O)(=O)N3CCN(c4ccccc4F)CC3)s2)on1 | 8% | 0.2% | -2% | 6% | 5.7% | 1.0 | 66 | -0.5% | 9% | 1%
O=C(O)c1ccccc1Nc1cc(Cl)c2nonc2c1[N+](=O)[O-] | 0% | -0.8% | . | 18% | 1.9% | -0.4 | 61 | -0.9% | 33% | 24%
CO/N=C/CC(=O)c1cnc(-c2ccc(Cl)cc2)s1 | 23% | -1.1% | -2% | -1% | 0.2% | -1.0 | 20 | -0.3% | -6% | 0%
Cc1cccc(NC(=O)CSCC(=O)Nc2ccc(S(=O)(=O)N3CCCCC3)cc2)c1 | . | 0.1%[50 µM] | -5% | 2% | . | 0.9 | 53 | . | . | .
COc1cc(C(=O)OCC(=O)N2CCC(Cc3ccccc3)CC2)cc(OC)c1OC | . | 0.6%[50 µM] | -7% | 6% | 1.1% | 0.5 | 70 | . | 5% | .
CC(=O)c1c(C)[nH]c(C2=NNC(=NCc3ccccc3)SC2)c1C | -5% | -0.4% | -28% | 4% | 2.4% | -0.4 | 22 | -0.1% | 14% | -2%
CCN(CC(=O)Nc1ccc(NC(C)=O)cc1)C(=O)c1n[nH]c(=O)c2ccccc12 | 5% | -0.6% | -13% | -7% | 0.8% | 0.1 | 35 | -0.3% | -8% | 6%
CC(=O)N1CCc2c(sc3c2c(=O)n(-c2ccccc2)c(=O)n3Cc2ccccc2Cl)C1 | 22% | -3.5% | 0% | 0% | 6.7% | 8.4 | 49 | -0.9% | 17% | -2%
CN(Cc1ccccc1)S(=O)(=O)c1ccc(NC(=S)NC(=O)C2CCCCC2)cc1 | 0% | 0.8%[50 µM] | -1% | 2% | 1.1% | 1.7 | 66 | 2.2% | 7% | -3%
Cc1ccc(NC(=S)NC(=O)c2sc3ccccc3c2Cl)c(C(=O)O)c1 | 50% | . | . | . | . | . | . | -0.4% | 16% | 43%
Cc1c(NC(=O)c2cc(-c3ccc(Br)cc3)on2)c(=O)n(-c2ccccc2)n1C | 2% | 0.1% | 1% | 9% | 1.6% | 0.2 | 45 | -0.4% | 12% | 0%
O=C(O)C1=C[C@H](c2ccc3c(c2)OCO3)C[C@H](OCc2ccc(CO)cc2)O1 | . | 0.4% | 3% | 5% | 0.1% | -0.4 | 42 | -0.1% | 9% | .
C/C(=N/NC(=O)Nc1ccccc1)c1ccc(C)cc1 | -4% | -1.4% | 9% | 0% | 2.3% | 1.1 | 49 | -0.8% | 5% | 5%
Cc1ccc(C2=NNC(c3cccc(F)c3)S2)cc1 (stereo not drawn) | 15% | -1.8% | 2% | -1% | 3.6% | 2.5 | 19 | -0.5% | 6% | 13%
CCOC(=O)C1=NN(C(=O)c2cccc(Br)c2)C(O)(C(C)(C)C)C1 (stereo not drawn) | 2% | . | . | . | 4.0% | 0.8 | 41 | -0.1% | 10% | 5%

Structural class, the entries above with two or more sulfur atoms.
SMILES | AID2073 | UTI89 phage lysis | NS5 inhibitors | Rac1 GTP hydrolysis | RSV CPE inhibition | NTR1 agonist | NTR1 agonist cell count 20 µM | West Nile virus CPE | SV40 large T antigen | SIAH1 antagonists | others
O=S(=O)(c1cc(Cl)cc(Cl)c1)N1CCCC1c1nc2ccccc2s1 (stereo not drawn) | 6% | 0.8% | -5% | 6% | -1.5% | 0.6 | 86 | 1.2% | 9% | 1%
CS(=O)(=O)Nc1cccc(C2=NN(S(C)(=O)=O)C(c3ccc4c(c3)OCO4)C2)c1 (stereo not drawn) | 11% | 1.3% | 0% | 12% | 1.0% | -0.3 | 38 | -0.5% | 12% | -4%
CC(NC(=O)CCNS(=O)(=O)c1cccc2nsnc12)c1ccccc1 (stereo not drawn) | -2% | 0.0% | -10% | 5% | 1.5% | -1.8 | 58 | -0.2% | 9% | 1%
Cc1cc(-c2ccc(S(=O)(=O)N3CCN(c4ccccc4F)CC3)s2)on1 | 8% | 0.2% | -2% | 6% | 5.7% | 1.0 | 66 | -0.5% | 9% | 1%
Cc1cccc(NC(=O)CSCC(=O)Nc2ccc(S(=O)(=O)N3CCCCC3)cc2)c1 | . | 0.1%[50 µM] | -5% | 2% | . | 0.9 | 53 | . | . | .
CN(Cc1ccccc1)S(=O)(=O)c1ccc(NC(=S)NC(=O)C2CCCCC2)cc1 | 0% | 0.8%[50 µM] | -1% | 2% | 1.1% | 1.7 | 66 | 2.2% | 7% | -3%
Cc1ccc(NC(=S)NC(=O)c2sc3ccccc3c2Cl)c(C(=O)O)c1 | 50% | . | . | . | . | . | . | -0.4% | 16% | 43%
